# TGFb SMAD3 inh – TGF-b pathway inhibition. HepG2 CAGA-GFP TGF-b/SMAD3 reporter, GFP fluorescence, 18 h; TGF-beta stimulated, 500 pg/mL final. AID 588855. Potency, µM (series often up to 46.1 µM), for inactives: at the top dose activity, negative = inhibition, most hits filed as inhibitors. 410,000 tested, 1.2% active; note: % is set by controls: 0 for no effect and ±100 for the full control effect; nearly all actives have a fitted effect of over 65% in size
#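 Inhibition was scored as loss of TGF-beta-induced (500 pg/mL final, 18 hours, 37 degrees C) GFP in HEPG2 cells carrying a CAGA-GFP reporter, in DMEM with 1% FBS. Well GFP was summed per cell; Activity was normalised to unstimulated and stimulated DMSO wells, then concentration-response fitting.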
# Nrf2 block – blocks Nrf2 signaling | A549 ARE-Fluc reporter, luciferase luminescence, 18-24 h | Potency, µM (doses to about 46 µM), for inactives: at the top dose activity change, negative = inhibition, most hits filed as inhibitors | 360,000 tested, 2.1% active | AID 504444; note: % is set by controls: 0 for no effect and ±100 for the full control effect; nearly all actives have a fitted effect of over 60% in size
#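 In this cell-based qHTS, ARE-driven firefly luciferase in A549 cells reports Nrf2 activity; the luminescent signal after BugLite lysis is the measured value, with a prior CellTiter-Fluor read for cell health.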
# ATXN2 expr inh – ATXN2 expression inhibition; HEK-293 ATXN2-luciferase reporter, luminescence, 24 h; Potency, µM (top dose mostly 57 µM), without a hit: at the highest dose activity change, negative = inhibition, actives largely listed as inhibitors; 360,000 tested, 0.72% active; AID 1745845; note: % is set by controls: 0 for no effect and ±100 for the full control effect; nearly all actives have a fitted effect of over 55% in size
#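 qHTS (up to 57 uM final) was run with 24 h compound exposure of reporter cells at 37 °C. Each well was multiplexed: SteadyGlo luminescence measured ATXN2-luciferase expression after a fluorogenic Gly-Phe-AFC viability readout (25 uM final).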
# S2 tox – reduces viability in counter-screen for ATXN expression inhibitors. S2 cells (HEK-293 line with an ATXN2-luciferase reporter) viability, CellTiter-Fluor protease fluorescence, 24 h. Potency, µM (series often up to 56.7 µM), hits mostly cytotoxic. 400,000 tested, 0.49% active. AID 651635; note: nearly all actives have a fitted effect of over 40% in size
# EPAC2 antag – EPAC2 (human) antagonism; AID 720708; 360,000 tested, 0.18% active; Potency, µM (titrated, usually from 114 µM), inactives show at the highest dose activity, negative = inhibition, actives largely listed as inhibitors; EPAC2 GEF exchange of Rap1B-BODIPY-GDP, fluorescence; Q8WZA2; note: % is set by controls: 0 for no effect and ±100 for the full control effect; nearly all actives have a fitted effect of over 45% in size; many of its hits are not listed in these tables
# Target sequence (Q8WZA2 whole entry, looked up): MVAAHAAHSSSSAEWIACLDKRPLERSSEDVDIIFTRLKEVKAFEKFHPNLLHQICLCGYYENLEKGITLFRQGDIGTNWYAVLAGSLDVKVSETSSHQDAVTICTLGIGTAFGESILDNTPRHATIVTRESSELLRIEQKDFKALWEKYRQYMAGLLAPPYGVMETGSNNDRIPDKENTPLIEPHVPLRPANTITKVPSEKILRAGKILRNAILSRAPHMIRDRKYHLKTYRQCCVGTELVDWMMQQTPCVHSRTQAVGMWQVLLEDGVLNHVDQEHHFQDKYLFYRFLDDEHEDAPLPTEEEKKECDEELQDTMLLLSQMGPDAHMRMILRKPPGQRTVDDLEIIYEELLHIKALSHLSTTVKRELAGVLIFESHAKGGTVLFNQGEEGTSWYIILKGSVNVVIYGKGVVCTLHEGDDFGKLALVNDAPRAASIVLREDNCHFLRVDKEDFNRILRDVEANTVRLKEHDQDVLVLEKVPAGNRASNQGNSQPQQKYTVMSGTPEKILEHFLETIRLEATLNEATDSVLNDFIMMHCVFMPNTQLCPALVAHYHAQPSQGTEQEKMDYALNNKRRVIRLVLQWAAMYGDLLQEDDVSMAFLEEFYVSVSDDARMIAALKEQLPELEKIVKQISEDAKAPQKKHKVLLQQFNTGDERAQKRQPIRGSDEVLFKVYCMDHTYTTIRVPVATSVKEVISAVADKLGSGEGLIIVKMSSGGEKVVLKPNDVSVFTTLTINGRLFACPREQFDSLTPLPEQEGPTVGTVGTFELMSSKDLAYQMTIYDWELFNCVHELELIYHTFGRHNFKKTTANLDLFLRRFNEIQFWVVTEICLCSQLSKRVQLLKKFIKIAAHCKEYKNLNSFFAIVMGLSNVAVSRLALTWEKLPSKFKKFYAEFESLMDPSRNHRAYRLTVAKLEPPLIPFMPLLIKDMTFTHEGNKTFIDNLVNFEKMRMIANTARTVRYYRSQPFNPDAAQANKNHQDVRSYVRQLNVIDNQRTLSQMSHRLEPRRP
# Nrf2 ARE act – Nrf2 pathway activation. 410,000 tested, 0.31% active. AREc32 ARE-luciferase reporter (MCF7-derived line), luminescence, 24 h. Potency, µM (top dose mostly 46.1 µM), inactives show at the top dose activation, hits mostly activators; note: % of control where 0% means no effect; nearly all actives have a fitted effect of over 65% in size
#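 AREc32 cells carrying an ARE-driven firefly luciferase reporter were seeded at 1000 cells/well in OPTI-MEM with 5% FBS, then exposed to compound for 24 hr at 37 deg C. Luminescence was read with Steady-Glo after 30 min at RT.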
# A549 tox – kills or reduces viability of A549 cells in Nrf2 counter-screen | A549 ARE-Fluc cells, CellTiter-Fluor viability, 18-24 h | Potency, µM (doses to about 46 µM), for inactives: at the top dose activity change, negative = cytotoxicity, most hits filed as inhibitors | 390,000 tested, 0.16% active | AID 504648; note: % is set by controls: 0 for no effect and ±100 for the full control effect
#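 A549 ARE_Fluc cells in 5% FBS OPTI-MEM were exposed to compounds in concentration-response for 18-24 h at 37 deg C. Viability was read by CellTiter-Fluor fluorescence (Ex 405/Em 525) after 30 min, before the luciferase read.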
# MCF10A rereplic – inducers of DNA re-replication in MCF 10A breast cells; MCF 10A DNA re-replication, Hoechst nuclear intensity, 48 h; AID 624296; 350,000 tested, 2.9% active; Potency, µM (highest dose often 46.1 µM), inactives show at the top dose activity, positive = re-replication, hits mostly activators; note: % of control where 0% means no effect; nearly all actives have a fitted effect of over 50% in size
# HepG2 viability – counter-screen for TGF-b inhibitors: cytotoxicity in HepG2 cells. HepG2 CAGA-GFP viability, ATP luminescence, 18 h. Potency, µM (doses to about 46.1 µM), for the others: top-dose activity change, negative = cytotoxicity, actives largely listed as cytotoxic. 410,000 tested, 0.76% active. AID 588856; note: some results filed as inactive show a strong effect at the top dose
#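 CellTiter-Glo luminescence gave cytotoxicity after 18 hours at 37 degrees C. The cells were HepG2 CAGA-GFP in 1% FBS DMEM, stimulated with 500 pg/mL TGF-beta after compound addition. %Activity was normalised to no-cell wells (complete cell-killing) and DMSO (no toxicity), and curves were fitted and classified.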
# * hit, by the source's call; i = inactive; ? = inconclusive; . = no result given; & = joins results of further samples; [ ] = remark or other dose. Calls come from the whole dose curve; as a rule, active = well fitted curve in the direction sought with a large enough effect; inconclusive = small, poorly fitted or top-dose-only effect, or another doubt; inactive = no such curve, though single readings can be large; an effect the other way counts as inactive or inconclusive. Potency is the fitted concentration of half-maximal effect. These rows are one share of the data (hit frequency here may not be typical).
smiles	ATXN2 expr inh	A549 tox	MCF10A rereplic	HepG2 viability	S2 tox	TGFb SMAD3 inh	Nrf2 ARE act	Nrf2 block	EPAC2 antag
COc1ccccc1NC(=O)CSCc1nc2ccccc2[nH]1	0%	-5%	0%	-3%	i	-23%	0.4%	12%	11%
COCCn1c(C)cc(C(=O)COC(=O)c2cc3c(s2)CCC3)c1C	48%[activator]	-2%	1%	9%	i	-2%	3.6%	?	0%
Cc1ccc(C(=O)Nc2cccc(-c3ccc(N4CCOCC4)nn3)c2)cc1[N+](=O)[O-]	33%[activator]	-7%	0%	-5%	i	1%	-0.2%	?	1%
COc1ccccc1CNc1nc2nc3c(c(=O)n2[nH]1)CCC3	2%	7%	0%	14%	i	-1%	0.0%	4%	12%
CC(C(=O)O)C(=O)O	4%	3%	-19%	-44%	i	9%	-0.8%	4%	2%
O=C(/C=C/c1ccco1)NC(=S)Nc1cc(-c2nc3ccccc3s2)ccc1Cl	0%	14%	?	5%	?	22%	16%	?	21%
CCC(=O)NC(c1ccc(OC)cc1)c1c(O)ccc2ccccc12 (configuration not stated)	.	10%	20%	-17%	?	-24%	-0.8%	1%	?
CCOc1ccc(NC(=O)[C@@H]2CCC(=O)N2C2OC(=O)c3ccccc32)cc1 (some centres not stated)	7%	-4%	-3%	6%	i	7%	1.4%	9%	12%
O=C(CN(CC1CCCO1)C(=O)CCC(=O)Nc1nccs1)NCc1ccccc1 (configuration not stated)	-11%	2%	-12%	-34%	i	1%	0.1%	6%	-2%
CCOc1cc(/C=N/NC(=O)c2ccc(O)cc2)ccc1Oc1nc(Cl)ncc1F	-4%	6%	6%	-11%	i	-21%	10%	0%	-1%
CC1Cc2ccccc2N1C(=O)c1cnc2ccccn2c1=O (configuration not stated)	1%	2%	-2%	-1%	i	-2%	2.0%	-26%	7%
O=C(CCc1ccccc1)NC(=S)Nc1ccccc1Br	1%	21%	2%	-15%	.	?	8.5%	-52%	-9%
O=C(NNc1ncnc2c1cnn2-c1cccc(Cl)c1)c1ccco1	11%	-1%	?	-4%	i	-23%	-0.1%	-14%	-7%
Cc1ccc2oc(=O)c(-c3nc(-c4cccs4)no3)cc2c1	.	4%	.	-5%	.	-12%	14%	30%	.
CNC(=S)N/N=C(\C)c1ccc(C(C)(C)C)cc1	3%	4%	-4%	-17%	i	1%	0.4%	-6%	-3%
CCCC(=O)N1CCN(c2nc3ccc(F)cc3s2)CC1	.	-7%	.	-25%	.	-1%	-2.3%	.	.
COc1ccc(CCN2C(=O)CN(C3CCCCCC3)C(=O)C2c2ccc(OC(C)C)c(OC)c2)cc1OC (configuration not stated)	.	-1%	.	-4%	.	-2%	0.0%	.	.
CN(c1ccc(C(=O)COC(=O)C2CC2)cc1)S(C)(=O)=O	17%	0%	-3%	4%	i	11%	1.8%	-1%	12%
CC(C)[C@H](N)c1nnc2n1N=C(c1ccc(Cl)cc1)CS2	-10%	-9%	-9%	-7%	i	-1%	4.4%	8%	4%
CCSc1cc(C)nc2ncnn12	-1%	-1%	1%	15%	i	2%	0.2%	-15%	3%
Cc1cc2cc(CN(Cc3cccs3)Cc3nnnn3CC3CCCO3)c(=O)[nH]c2cc1C (configuration not stated)	-5%	-18%	9%	-13%	i	-16%	0.3%	?	0%
CCOC(=O)N1CCC(NS(=O)(=O)c2ccc3c(c2)C(C)(C)C(=O)N3C)CC1	1%	-5%	-1%	-3%	i	6%	0.3%	4%	9%
CCC(CC)C(=O)Nc1c2cnn(-c3ccccc3)c2nc(=O)n1-c1ccccc1	0%	9%	22%	-39%	i	-9%	-0.3%	-7%	-9%
O=S(=O)(c1ccccc1)N1CCN(CCO)CC1	-19%	-7%	-4%	14%	i	19%	0.3%	4%	7%
Cc1nc2c(c(C)c1CCC(=O)NCc1ccccc1)c(=O)n(C)c(=O)n2C	2%	-2%	.	0%	i	?	0.2%	-1%	.
COc1ccc(NC(=O)CCCN2C(=O)CCn3nc(-c4cn(C)c5ccccc45)cc32)cc1	-4%	11%	.	-2%	i	8%	1.1%	.	.
CN1CCN(S(=O)(=O)c2ccc(N(C)Cc3ccc(C(F)(F)F)cc3)c([N+](=O)[O-])c2)CC1	?	-17%	?	-22%	i	0%	6.8%	?	-5%
CCN1CCc2nc3sc(C(=O)Nc4cccnc4Cl)c(N)c3cc2C1	.	1%	-6%	-17%	i	3%	4.7%	4%	-2%
Cc1nc(NCc2ccco2)c(C#N)c2c1COC(C)(C)C2	-12%	-1%	3%	7%	i	0%	2.3%	-3%	-2%
Cc1c(NC(=O)C(=O)/C=C(/O)c2ccccc2)c(=O)n(-c2ccccc2)n1C	3%	-1%	-6%	19%	i	12%	2.3%	10%	2%
OCCN(CC#CC(O)(c1ccccc1)c1ccccc1)CCO	1%	-2%	3%	-34%	i	-27%	-0.2%	-15%	0%
CCCn1c2ccccc2c2cnn(CC(=O)NCCOC)c(=O)c21	5%	1%	-2%	4%	i	-17%	0.3%	3%	-4%
CC1CCCCN1S(=O)(=O)c1ccc(C(=O)N(CCCN(C)C)c2nc3ccc(Br)cc3s2)cc1 (configuration not stated)	?	-2%	?	-96%	.	?	-2.7%	1%	-7%
C[C@@]12CCC=C[C@H]1[C@H](c1ccc(C(F)(F)F)cc1)N(Cc1ccccc1)C2=O	-20%	2%	12%	-30%	i	?	8.0%	?	-29%
COc1cc(OC)c(NC(=O)Cn2c(=O)c(C(F)(F)F)nc3ccccc32)cc1Cl	7%	1%	.	-3%	i	-24%	0.3%	5%	.
O=C(Nc1ccccn1)c1onc2c1CCCC2	?	-4%	-2%	5µM*	i	0%	?	.	1%
COC(=O)c1cc2ccccc2oc1=O	-6%	-3%	-2%	-3%	i	?	0.4%	-6%	-2%
O=C(c1ccc(CSc2nc3ccncc3n2Cc2cccc(F)c2)cc1)N1CCCCCC1	0%	-18%	.	-58%	i	?	-1.3%	?	.
CCn1c2ccccc2c2cc(CN3CCN(Cc4cc(OC)ccc4O)CC3)ccc21	-24%	-3%	?	-27%	i	?	3.7%	-7%	-2%
Cc1ccc(N(CC(=O)NC2CCCC2)C(=O)c2ccc(C)s2)cc1	.	-4%	-8%	-2%	i	2%	0.0%	-26%	4%
CC(=O)c1cccc(NC(=O)C2(c3ccccc3)CC2(Cl)Cl)c1 (configuration not stated)	10%	1%	?	4%	i	2%	-0.2%	-11%	-2%
CC(=O)c1cccc(NC(=O)Nc2csc3c2CCCC3)c1	6%[11.3 µM]	-6%	1%	-10%	i	3%	2.6%	-9%	0%
Cc1cc2c(SCC(=O)NC3CCCC3)ncnc2s1	18%	5%	-3%	-24%	i	-24%	2.5%	5%	-4%
COc1ccccc1NC(=O)Cn1c(SCC(=O)N(C)c2ccccc2)nc2ccccc21	-8%	1%	.	-10%	i	-15%	4.2%	.	.
CCc1cc(C(=O)Nc2nc(-c3ccccn3)cs2)sc1C	-26%	-16%	-9%	-19%	i	?	4.9%	?	3%
Cc1c(C)n(C)c2ccc(C(=O)NCc3cccc(F)c3)cc12	.	0%	.	-3%	.	0%	-0.5%	-7%	.
c1cc(-c2ccc(CN3CCOCC3)cc2)n2ccnc2c1	2%	.	.	5%	i	-4%	-0.3%[9.22 µM]	.	-5%
O=S(=O)(c1c(Cl)cc(Br)cc1Cl)N1CCN(C(=S)NC2CC2)CC1	?	-20%	?	-12%	i	-14%	2.5%	12µM*	-11%
CCOc1ccccc1NC(=O)c1ccc(S(=O)(=O)N(C)C)cc1	.	-17%	1%	20%	.	1%	-0.4%	?	-18%
COc1ccc(CCNC(=O)c2ccc(Cl)cc2)cc1OC	-14%	5%	0%	-24%	i	2%	0.1%	?	-11%
N/C(Cc1ccc([N+](=O)[O-])cc1)=N\OC(=O)c1ccccc1F	9%	-16%	-2%	9%	i	2%	4.6%	?	-1%
COc1cc(NC(=O)CN2CCN(Cc3ccc4c(c3)OCO4)CC2)cc(OC)c1	-3%	1%	7%	-9%	i	-2%	0.3%	-9%	11%
Cc1ccc(CNC(=O)c2ccc(N3CCC4(CC3)CC(c3cccc(Br)c3)=NO4)c([N+](=O)[O-])c2)cc1	-3%	-10%	24%	-6%	i	-1%	0.3%	-1%	12%
O=C(O)CC(NC(=O)C12CC3CC(CC(C3)C1)C2)c1ccc2c(c1)OCO2 (configuration not stated)	-26%	4%	-10%	-2%	i	2%	1.0%	-1%	6%
Cc1ccc(/C=C2\SC(=S)N(C3CCS(=O)(=O)C3)C2=O)o1 (configuration not stated)	-22%	?	1%	-16%	i	-23%	?	?	18%
COc1ccc(NC(=O)CC2Nc3ccccc3NC2=O)cc1 (configuration not stated)	7%	1%	.	-37%	?	?	8.8%	2%	.
CCC1Nc2ncnc(N3CCN(c4ccccc4)CC3)c2N(Cc2ccccc2)C1=O (configuration not stated)	-31%&-22%	-1%	22%	-11%&-33%	?	?	1.1%&4.0%	-28%	-9%&9%
CCCCCCCn1c(C)nnc1-c1cnn(C)c1N	6%	-4%	-1%	2%	i	-3%	0.1%	5%	-4%
CCc1nnc(NS(=O)(=O)c2ccc(NCc3cc(Cl)ccc3O)cc2)s1	0%	3%	-30%	3%	i	2%	3.6%	7%	?

# Sorted by value in EPAC2 antag (smallest number first): 3 of the compounds above.
smiles	Nrf2 block	EPAC2 antag
COc1ccc(CCNC(=O)c2ccc(Cl)cc2)cc1OC	?	-11%
CCCCCCCn1c(C)nnc1-c1cnn(C)c1N	5%	-4%
COC(=O)c1cc2ccccc2oc1=O	-6%	-2%

# Assay outcomes: PubChem BioAssay, National Center for Advancing Translational Sciences (NCATS)
